# D3 ag = D3 dopamine receptor (human) agonism | actives 0.58% (n = 410,000) | max activation, % | AID 652048 | D3R DiscoveRx beta-arrestin cells, luminescence, 90 min | P35462; in the data active = max activation above about 30%; note: 0% is about no effect; mostly tested at two doses, the higher about 12 µM
# Target sequence (P35462 whole entry, looked up): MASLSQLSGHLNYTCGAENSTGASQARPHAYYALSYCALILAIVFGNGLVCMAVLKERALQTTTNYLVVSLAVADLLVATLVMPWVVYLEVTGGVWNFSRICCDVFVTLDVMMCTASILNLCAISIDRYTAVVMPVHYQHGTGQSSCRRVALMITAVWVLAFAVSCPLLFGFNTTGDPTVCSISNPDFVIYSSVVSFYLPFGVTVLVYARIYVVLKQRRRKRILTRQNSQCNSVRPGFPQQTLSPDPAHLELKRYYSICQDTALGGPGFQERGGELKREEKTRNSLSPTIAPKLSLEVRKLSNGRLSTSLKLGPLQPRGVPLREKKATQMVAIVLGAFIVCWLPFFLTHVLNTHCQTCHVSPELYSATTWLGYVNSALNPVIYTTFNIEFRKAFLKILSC
#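 Agonist-mode cell screen: cells plated at 1500/well and incubated overnight at 37 °C, then exposed to library compounds for 90 min at 37 °C. Detection reagent was added for 30–60 min at room temperature, and luminescence was read.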
# PTHR1 agonist = PTHR1 (human) receptor agonism; AID 743266; Q03431; actives 0.075% (n = 410,000); Potency, µM (titrated, usually from 115 µM), without a hit: at the highest dose activation, hits mostly activators; HEK293 GP2 PTHR1 cells, GloSensor cAMP luminescence, 1 h; active = well fitted activation curve with a large enough effect; inconclusive = small, poorly fitted or top-dose-only effect, or another doubt; inactive = no such curve, though single readings can be large or run the other way; note: potency is the fitted concentration of half-maximal effect; nearly all actives have a fitted effect of over 55% in size; some results filed as inactive show a strong effect at the top dose; inactives centre near -15; many of its hits are not listed in these tables
# Target sequence (Q03431 whole entry, looked up): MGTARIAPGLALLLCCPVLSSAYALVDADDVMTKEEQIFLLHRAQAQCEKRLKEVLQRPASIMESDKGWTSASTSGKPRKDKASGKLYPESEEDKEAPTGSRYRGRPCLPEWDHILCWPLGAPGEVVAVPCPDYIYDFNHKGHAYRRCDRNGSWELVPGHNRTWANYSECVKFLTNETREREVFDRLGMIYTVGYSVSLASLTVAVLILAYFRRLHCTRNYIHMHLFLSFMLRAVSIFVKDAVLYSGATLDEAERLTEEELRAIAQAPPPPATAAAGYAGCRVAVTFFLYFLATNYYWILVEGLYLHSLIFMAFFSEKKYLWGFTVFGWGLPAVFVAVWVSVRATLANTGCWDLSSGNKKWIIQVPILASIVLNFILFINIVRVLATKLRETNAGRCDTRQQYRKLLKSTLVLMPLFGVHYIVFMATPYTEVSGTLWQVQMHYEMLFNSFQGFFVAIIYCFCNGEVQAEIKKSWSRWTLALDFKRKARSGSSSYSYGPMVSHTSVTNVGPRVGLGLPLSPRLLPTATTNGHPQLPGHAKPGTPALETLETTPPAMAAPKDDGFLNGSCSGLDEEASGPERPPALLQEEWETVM
#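 HEK-293-derived GP2 cells expressing PTHR1 and a GloSensor cAMP reporter, 3,000/well, plated overnight, given luciferin plus IBMX (each 0.5 mM as added) for 1 h at 37 °C, then compound for 1 h at 37 °C. Luminescence was read after 15 min at room temperature.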
# The depositor's hits bear a star; i = inactive; ? = inconclusive; [ ] = another dose, or the depositor's remark.
# The opening 4 records as a preview:
SMILES,D3 ag,PTHR1 agonist
COc1ccc(CCNC(=O)c2c(C)oc3ncn(C)c(=O)c23)c(OC)c1,1.3,i
CCOC(=O)C1=C(CN2CCN(c3cccc(Cl)c3)CC2)NC(=O)NC1c1ccc(Cl)cc1 (stereo unspecified),0.4,-31.1%[inhibitor]
CCc1ccccc1NC(=O)Cn1ccn(-c2cc(C)cc(C)c2)c(=O)c1=O,0.0,12.9%
Cc1ccc(-c2nc(NC(=O)CSc3nc(C)nc4sc5c(c34)CCCC5)ns2)cc1,-6.7,-4.0%

# This part in full, from the start:
SMILES,D3 ag,PTHR1 agonist
COc1ccc(CCNC(=O)c2c(C)oc3ncn(C)c(=O)c23)c(OC)c1,1.3,i
CCOC(=O)C1=C(CN2CCN(c3cccc(Cl)c3)CC2)NC(=O)NC1c1ccc(Cl)cc1 (stereo unspecified),0.4,-31.1%[inhibitor]
CCc1ccccc1NC(=O)Cn1ccn(-c2cc(C)cc(C)c2)c(=O)c1=O,0.0,12.9%
Cc1ccc(-c2nc(NC(=O)CSc3nc(C)nc4sc5c(c34)CCCC5)ns2)cc1,-6.7,-4.0%
CCC(Sc1nc(-c2ccc(F)cc2)nc2c1Cc1c(CO)cnc(C)c1O2)C(=O)Nc1ccc(F)cc1 (stereo unspecified),8.1,1.1%
Cc1ccc(NC(=O)CC2Nc3ccccc3NC2=O)cc1C (stereo unspecified),0.7,?
O=C(COc1ccccc1)NC1CC(=O)N(c2ccc3c(c2)OCCO3)C1 (stereo unspecified),0.9,i
Cc1ccc(SCC(=O)Nc2ccc3oc(-c4ccccc4C)nc3c2)cc1,2.2,-65.5%[inhibitor]
CC(=O)N1CCc2cc(Br)cc(S(=O)(=O)CCC(=O)NCc3ccc(F)cc3)c21,0.4,i
CN(C(=O)CSc1cn(CC(=O)N2CCCCCC2)c2ccccc12)c1ccccc1,-26.6,i
O=C(Nc1c(C(=O)N2CCN(c3ccc(F)cc3)CC2)oc2ccccc12)c1ccco1,4.7,i
O=C(Cn1cc(SCc2c(F)cccc2Cl)c2ccccc21)N1CCCCCC1,-12.4,-40.4%[inhibitor]

# Retrieved by compound from the entries so far, 2 records:
SMILES,D3 ag,PTHR1 agonist
COc1ccc(CCNC(=O)c2c(C)oc3ncn(C)c(=O)c23)c(OC)c1,1.3,i
O=C(Nc1c(C(=O)N2CCN(c3ccc(F)cc3)CC2)oc2ccccc12)c1ccco1,4.7,i

# (next part)
SMILES,D3 ag,PTHR1 agonist
O=c1c2sc3ccccc3c2n(Cc2ccccc2Cl)c(=O)n1Cc1ccccc1,-12.5,-33.7%[inhibitor]
CCCCN1CC(c2nc3ccccc3n2CCCCOc2ccc(C)c(C)c2)CC1=O (stereo unspecified),-10.1,-13.9%
Cc1noc(Cn2c(=O)c3cc4c(cc3n(CC(=O)Nc3ccccc3F)c2=O)OCO4)n1,3.3,i
Cc1ccc(-n2c(SCC(=O)NCc3ccc(F)cc3)nc3c([nH]c4ccccc43)c2=O)cc1,-7.7,-8.2%
CN(C(=O)Cn1ncc2c1-c1ccccc1OC2)c1ccc(Br)cc1,-1.6,-73.7%[inhibitor]
COc1ccc(Br)cc1S(=O)(=O)Nc1cc(-c2cn3ccccc3n2)ccc1C,-9.4,-5.7%
O=C(CCCn1c(=O)c2cccn2c2ccc(F)cc21)NCCc1ccccc1,-7.9,-25.3%
CCCOc1c(Cl)cc(C(=O)N(Cc2cccc(OC)c2)C2CCS(=O)(=O)C2)cc1Cl (stereo unspecified),-9.1,-26.9%
CCN(CC)c1cc(C)c2cc(NC(=O)/C=C/c3ccc(C)cc3)ccc2n1,-2.9,-20.7%
COc1cc(C2c3c(-c4ccccc4O)n[nH]c3C(=O)N2CCO)ccc1OCc1ccccc1 (stereo unspecified),3.5,-3.0%
Cc1ccc(CCNC(=O)c2cc3sccc3n2Cc2ccc(C)cc2)cc1,-21.7,-17.2%
Cc1ccc(-c2nnc(Nc3ccc(Br)cc3)c3ccccc23)cc1S(=O)(=O)N1CCOCC1,-8.7,i
O=C(COc1ccccc1-c1nc(-c2ccccc2)no1)Nc1ccccc1[N+](=O)[O-],-3.3,-10.4%
CCOC(=O)c1cnc2c(ccc3ccccc32)c1Nc1ccc(N(C)C)cc1,6.4,-11.8%
Cn1cnc2c(=O)oc3ccc(S(=O)(=O)N4CCN(c5cccc(Cl)c5)CC4)cc3c21,-11.9,i
COC(=O)c1scc(-c2ccc(C)cc2)c1S(=O)(=O)Nc1ccc(N(C)C)cc1,-8.4,i
CCc1ccc(C(c2ccccc2)c2c[nH]c3ccc(C)cc23)s1 (stereo unspecified),-9.4,i
O=C(NCc1ccc(F)cc1)C1CCN(S(=O)(=O)c2ccc3c(c2)CCCN3C(=O)C2CCC2)CC1,6.1,-16.1%
COc1ccc(C)cc1NS(=O)(=O)c1c(C)nc2sc(C)cn2c1=O,1.6,i
Cc1ccc(CN2CCCn3nc(C(=O)NCCc4ccccc4Cl)cc3C2=O)cc1,-4.2,-20.7%
O=C(CCC(=O)N1Cc2ccccc2Oc2ncccc21)NCc1cccc(Cl)c1,-0.9,i
CCc1cc(=O)oc2cc(C)c3c(-c4ccc(F)cc4)coc3c12,4.0,i
COc1ccc(-c2cc(=O)c3cc(OCC(=O)OC(C)C)ccc3o2)cc1,6.2,-9.0%
CC1=C(C(=O)Nc2ccc(Cl)cc2)C(C(C)C)n2nc(SCc3cccc(C)c3)nc2N1 (stereo unspecified),3.7,i

# Three entries already listed, ordered by SMILES length, high to low.
SMILES,D3 ag,PTHR1 agonist
COc1ccc(-c2cc(=O)c3cc(OCC(=O)OC(C)C)ccc3o2)cc1,6.2,-9.0%
CCc1cc(=O)oc2cc(C)c3c(-c4ccc(F)cc4)coc3c12,4.0,i
CCc1ccc(C(c2ccccc2)c2c[nH]c3ccc(C)cc23)s1 (stereo unspecified),-9.4,i

# Carrying on.
SMILES,D3 ag,PTHR1 agonist
Cc1cc(C)n(-c2nc3ccccc3nc2Nc2cc(Cl)ccc2C)n1,2.4,20.2%
Cc1ccc(Cn2cc(C(=O)c3ccc(C)cc3)c(=O)c3ccc(C)nc32)cc1,4.7,-50.5%[inhibitor]
Cc1cccc(N2CCn3c2nc2c3c(=O)n(C/C=C/c3ccccc3)c(=O)n2C)c1,8.3,i
CC(=O)c1c(C)oc2c(Br)cc(NS(=O)(=O)c3ccc(Br)cc3)cc12,-6.6,-22.9%
Cc1ccc(S(=O)(=O)c2nnn3c2nc(NCc2cccs2)c2sccc23)cc1C,5.7,-19.4%
CCC12CN3CC(CC)(CN(C1)C3c1c[nH]c3ccccc13)C2=O (stereo unspecified),-14.1,-28.0%
COc1ccccc1Nc1nn2c(=O)c3ccc(C(=O)NC(C)c4ccccc4)cc3nc2s1 (stereo unspecified),-18.9,-11.6%
Cc1ccc(NC(=O)CN(CCc2ccccc2)S(=O)(=O)c2ccccc2)c(C)c1,-15.2,i
Cc1cc(C)c(S(=O)(=O)Nc2ccc(-c3ccc(N4CCCCC4)nn3)cc2)c(C)c1,-0.2,-59.4%[inhibitor]
O=C(CCNS(=O)(=O)c1cccc2nonc12)Nc1ccc(F)cc1,0.3,-4.6%
Cc1cc(C)cc(NC(=O)C(=O)NC(C)c2ccccc2)c1 (stereo unspecified),-6.3,-0.5%
CCSc1ncc(Cl)c(C(=O)Nc2c(C(=O)Nc3ccc(Cl)cc3)oc3ccccc23)n1,-20.6,?
CCOCCCNC(=O)c1ccc(-c2nc(CS(=O)(=O)c3ccccc3)c(C)o2)cc1,-20.7,-11.9%
O=C(CCC(=O)N1Cc2ccccc2Oc2ncccc21)NCc1ccccc1Cl,-5.3,-1.3%
CCc1cccc(NC(=O)CCN2C(=O)c3ccccc3Sc3ncccc32)c1,3.6,-12.5%
COc1ccc(-c2noc(N(c3ccc(F)c(Cl)c3)c3nc(-c4ccc(OC)c(OC)c4)no3)n2)cc1OC,1.2,24.0%
CCC(Cn1nnc2ccccc2c1=O)NC(=O)Nc1cccc(C)c1C (stereo unspecified),26.2,-13.0%
CCN1C(=O)C(O)(c2c(C)[nH]c3ccccc23)c2ccccc21 (stereo unspecified),7.2,-23.6%
COc1ccc(Cn2cc(C(=O)c3ccc(F)cc3)c(=O)c3cc4c(cc32)OCCO4)cc1,1.2,14.2%
CC(=O)Nc1ccc(S(=O)(=O)N2CCC(n3c(C)nc4cccnc43)CC2)cc1,-12.7,-2.5%
COc1ccc(N(Cc2cccs2)C(=O)c2ccc(OC)c(Cl)c2)cc1,-22.7,13.1%
Cc1ccc(S(=O)(=O)c2nnn3c2nc(N2CCC(C)CC2)c2cc(Cl)ccc23)cc1C,7.9,i
CCCCN(C)C(=O)CN1C(=O)c2cccnc2Oc2ccc(Cl)cc21,7.3,-1.7%
O=C(CCc1nnc2n(Cc3ccccc3Cl)c(=O)c3ccccc3n12)Nc1ccc(F)cc1,0.4,i
O=C1[C@@H]2CSC(c3ccc(C(F)(F)F)cc3)N2C(=O)N1c1ccccc1 (stereo partly specified),4.2,i
CN1C(=O)c2ccccc2Sc2ccc(NC(=O)Nc3ccccc3F)cc21,-9.4,-47.9%[inhibitor]
COc1ccc(OCC(=O)NCCS(=O)(=O)N2CCN(c3cccc(Cl)c3)CC2)cc1,9.2,-41.6%[inhibitor]
Cc1ccc(Cl)cc1NC(=O)CN1C=NS(=O)(=O)c2ccccc21,-28.3,i
CCOc1ccc(NC(=O)Cn2cc(C(=O)c3ccc(OC)cc3)c(=O)c3cc4c(cc32)OCO4)cc1,-0.9,i
Cc1ncc(CO)c2c1Oc1nc(-c3ccc(Cl)cc3)nc(SCC(=O)N3CCCCC3)c1C2,4.1,26.1%
Cc1ccc2nc(COc3ccccc3NC(=O)c3ccc(F)cc3)cc(=O)n2c1,1.1,?
CSc1ncc(C(=O)Nc2c(C)cccc2C)c(-c2ccccc2)n1,-2.5,-3.7%
Cc1ccc(Oc2c(C(F)(F)F)oc3c(CN4CCC(C)CC4)c(O)ccc3c2=O)cc1,6.6,i
COc1ccc(C2CC(=O)c3cc(-c4nc(-c5cccc([N+](=O)[O-])c5)cs4)c(=O)n(-c4ccccc4C)c3C2)cc1 (stereo unspecified),-11.6,-13.9%
CCOC(=O)c1cc(NC(=O)c2ccc(C)cc2)c(=O)n2c1oc1ccccc12,-6.0,?
CCc1ccc(CNC(=O)c2cc3ccccn3n2)cc1,-17.3,-96.2%
CCOC(=O)COc1ccc([N+](=O)[O-])cc1-c1ccnc2cc(-c3ccc(Cl)cc3)nn12,2.7,i
CC1CCN(S(=O)(=O)c2ccc3c(c2)CCN3C(=O)Nc2cccc(Br)c2)CC1,-1.9,i
CC(NC(=O)C1CCN(S(=O)(=O)c2ccc(F)cc2)CC1)c1ccccc1 (stereo unspecified),-16.6,-12.9%
CCOc1cc2[nH]c(=O)n(Cc3ccc(C(=O)N4CCN(c5ccccc5)CC4)cc3)c(=O)c2cc1OCC,5.7,0.0%
COc1ccc(OC)c(-c2noc(CSc3nnc(-c4ccccc4)n3-c3ccccc3)n2)c1,11.2,i
Cc1ccc(NC(=O)c2oc3ccccc3c2NC(=O)c2ccc(F)c(F)c2)cc1,1.7,-22.9%
CCOc1ccc(OCC)c(Nc2nc3ccc(C(=O)c4ccccc4)cc3n3cnnc23)c1,-5.2,-20.5%
COc1ccc(-c2nc(CSc3nncn4c3cc3sccc34)c(C)o2)cc1OC,-3.0,-19.0%
Cc1ccc(CNC(=O)c2c(Nc3c(C)cccc3C)sc(C(=O)c3ccccc3)c2N)cc1,9.4,-21.8%
COc1cccc(-c2noc(COc3ccccc3Cl)n2)c1,7.5,-2.3%
O=C(NC1CCCC1)c1ccc2c(c1)N(Cc1ccc(F)cc1)C(=O)c1ccccc1S2,-11.1,i
COc1ccccc1-c1nnc(SCC(=O)Nc2ccccc2F)o1,-8.9,i
O=C(Nc1cccc(-c2nc3ccccc3[nH]2)c1)c1c(F)cccc1F,-8.1,-44.8%[inhibitor]
COc1ccc(CNC(=O)c2ccc3nc(CCc4ccccc4)oc3c2)c(OC)c1,7.8,i
CCOc1ccc(CNCc2c(C(=O)O)c(C)n(Cc3c(F)cccc3Cl)c2C)cc1OC,-5.5,i
CCN1C(=O)c2ccccc2Sc2ccc(NC(=O)c3ccc(C)c(F)c3)cc21,-6.0,i
COc1ccc(N2CC(NC(=O)COc3ccccc3)CC2=O)cc1OC (stereo unspecified),8.3,i
CC(C)(C)NC(=O)c1ccc2nc(CCc3ccccc3)oc2c1,-6.4,i
COc1ccc(NC(=O)c2ccc3[nH]c(C)cc(=O)c3c2)cc1,-7.6,i
COc1cccc(NC(=O)CCCn2c(=O)c3cccn3c3cccnc32)c1,-0.1,-4.2%
CCc1cccc(NC(=O)c2cc3c(s2)-c2ccccc2OC3)c1,-12.5,-28.0%
CCC(Cn1nnc2ccccc2c1=O)NC(=O)Nc1cc(OC)cc(OC)c1 (stereo unspecified),-7.6,-1.0%
COc1ccccc1C(=O)Nc1nnc2n1CCS2,4.3,i
Cc1ccc(-c2noc(-c3ccccc3NC(=O)C3CC(=O)N(c4ccc(C)cc4)C3)n2)cc1 (stereo unspecified),-10.4,-11.2%
Cc1ccc(N2CCN(c3cc(C)nc4c(-c5ccc(Cl)cc5)c(C)nn34)CC2C)cc1 (stereo unspecified),3.8,-24.2%

# Source: PubChem BioAssay

# The list is partial; count on the stated rates, not on these rows.
